Bioassay records (PubChem)
pAkt inh: blocks phosphorylation of Akt. 0.32% of 360,000 active. activity change, % for hits at 50 µM. Neuro2A IGF-stimulated pAkt S473 HTRF, 20 min; hits give low values. AID 651550; in the data active = activity change below about -80%; inconclusive = mostly about -51% to -80%; note: % is set by controls: 0 for no effect and ±100 for the full control effect
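Neuro2A cells (4,500/well, DMEM with 0.5% FBS) were treated with compound at a single 50 µM final concentration, stimulated with 6 nM IGF for 20 min at 37 °C, and lysed. Phospho-Akt Ser473 was read by HTRF as 665/615 ratio ×10^4.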
Nrf2 activator: activators of Nrf2 (ARE) signaling. AREc32 ARE-luciferase reporter (MCF7-derived line), luminescence, 24 h. Potency, µM (series often up to 46.1 µM), for inactives: at the highest dose activation, most hits filed as activators. 0.31% of 410,000 active. AID 624171; note: potency is the fitted concentration of half-maximal effect; % of control where 0% means no effect; nearly all actives have a fitted effect of over 65% in size
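ARE-driven firefly luciferase activity in AREc32 cells measured after a 24 hr compound exposure at 37 deg C, using Steady-Glo reagent and a 30 min room-temperature hold.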
CCT modulator: changes cytosolic chaperonin activity. purified chaperonin ATPase assay, HTRF ADP detection, 30 min. activity change, % (test concentration not listed), hits read low. 0.3% of 360,000 active; in the data active = activity change below about -30%; note: % is set by controls: 0 for no effect and ±100 for the full control effect
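TRiC at 40 or 20 nM final (batch-dependent) in 30 mM Tris pH 7.4, 100 mM KCl, 5 mM MgCl2, 1 mM DTT, with compound at single 76 uM and 10 uM ATP, 30 min at 37 deg C. ADP detected by HTRF Transcreener, 665/615 ratio.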
A549 tox: A549 cytotoxicity, counter-screen for Nrf2 inhibitors | 0.16% of 390,000 active | Potency, µM (series often up to 46 µM), for the others: top-dose activity change, negative = cytotoxicity, most hits filed as inhibitors | A549 ARE-Fluc cells, CellTiter-Fluor viability, 18-24 h; note: potency is the fitted concentration of half-maximal effect; % is set by controls: 0 for no effect and ±100 for the full control effect
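A549 ARE_Fluc cells in 5% FBS OPTI-MEM were exposed to compounds in concentration-response for 18-24 h at 37 deg C. Viability was read by CellTiter-Fluor fluorescence (Ex 405/Em 525) after 30 min, before the luciferase read.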
TGFb inhibitor: TGF-b pathway inhibition; 1.2% of 410,000 active; Potency, µM (doses to about 46.1 µM), for the others: at the top dose activity, negative = inhibition, actives largely listed as inhibitors; HepG2 CAGA-GFP TGF-b/SMAD3 reporter, GFP fluorescence, 18 h; TGF-beta stimulated, 500 pg/mL final; note: potency is the fitted concentration of half-maximal effect; % is set by controls: 0 for no effect and ±100 for the full control effect; nearly all actives have a fitted effect of over 65% in size
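Cell-based qHTS in HEPG2 carrying a CAGA-GFP Smad reporter; compounds added before 500 pg/mL final TGF-beta, 18 h incubation at 37 degrees C, GFP fluorescence quantified per cell by imaging cytometry.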
Nrf2 inh: Nrf2 pathway inhibition | A549 ARE-Fluc reporter, luciferase luminescence, 18-24 h | AID 504444 | Potency, µM (series often up to 46 µM), for the others: at the highest dose activity change, negative = inhibition, usual class: inhibitors | 2.1% of 360,000 active; note: potency is the fitted concentration of half-maximal effect; % is set by controls: 0 for no effect and ±100 for the full control effect; nearly all actives have a fitted effect of over 60% in size
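Cells were seeded and rested 2 h, then exposed to compounds for 18-24 h. CellTiter-Fluor was read first as a viability measure. BugLite was added 15 min before the final luminescent read of ARE-luciferase activity in A549 cells.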
MmCpn inh: M. maripaludis TRiC chaperonin inhibition | Potency, µM (highest dose often 76.9 µM), for the others: at the top dose activity, negative = inhibition, hits mostly inhibitors | purified Mm-Cpn ATPase, ADP Transcreener TR-FRET | 0.031% of 330,000 active | AID 504842; note: potency is the fitted concentration of half-maximal effect; % is set by controls: 0 for no effect and ±100 for the full control effect; nearly all actives have a fitted effect of over 80% in size
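Purified archaeal chaperonin (25 nM final) was preincubated with compound for 10 min at 37°C, then ATP (10 uM final) was added for 30 min at 37°C in Tris pH 7.4/KCl/MgCl2/DTT buffer. ADP was quantified by HTRF Transcreener TR-FRET.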
HepG2 tox: counter-screen for TGF-b inhibitors: cytotoxicity in HepG2 cells | HepG2 CAGA-GFP viability, ATP luminescence, 18 h | Potency, µM (series often up to 46.1 µM), for inactives: at the highest dose activity change, negative = cytotoxicity, most hits filed as cytotoxic | 0.76% of 410,000 active; note: potency is the fitted concentration of half-maximal effect; some results filed as inactive show a strong effect at the top dose
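HepG2 CAGA-GFP cells (1000/well, DMEM with 1% FBS) received compound, then TGF-beta at 500 pg/mL final, and were incubated 18 hours at 37 degrees C. Viability was read by CellTiter-Glo luminescence. Media-only wells were set as complete cell-killing and DMSO as no toxicity.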
Abeta rescue: compounds reversing amyloid beta toxicity in yeast. 0.063% of 410,000 active. yeast expressing A-beta42, growth rescue, OD600, 48 h; response scale: 0% DMSO, 100% iron-clioquinol control. Potency, µM (top dose mostly 46.1 µM), for inactives: top-dose growth rescue, actives largely listed as activators. AID 1347071; note: potency is the fitted concentration of half-maximal effect; nearly all actives have a fitted effect of over 55% in size
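Yeast A-beta toxicity model in growth medium with pinned compounds, 48 h at 30 C; growth read as absorbance at 600 nm. Normalized to FeCl3/clioquinol equimolar mix (positive) and DMSO (negative).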
Starred values were filed as active, the others as inactive; i = inactive; ? = inconclusive; / = not tested or not shown; [ ] = remark or other dose. Unless noted, calls come from the whole dose curve; as a rule, active = well fitted curve in the direction sought with a large enough effect; inconclusive = small, poorly fitted or top-dose-only effect, or another doubt; inactive = no such curve, though single readings can be large; an effect the other way counts as inactive or inconclusive.

SMILES	pAkt inh	Nrf2 activator	CCT modulator	A549 tox	TGFb inhibitor	Nrf2 inh	MmCpn inh	HepG2 tox	Abeta rescue
COc1ccc(-c2cc(C(=O)N3CCCCC3)no2)cc1OC	i	0.4%	0.7	1.9%	-1.2%	?	0.4%	-13.6%	-0.7%
Cc1cnc(C(=O)OCc2ccc(Br)cc2F)cn1	i	0.4%	-1.7	-1.3%	27.3%	6.4%	0.8%	17.1%	-6.2%
Cc1ccc(-c2nn(-c3ccc(F)cc3F)c3c2cnc2c(F)cccc23)cc1	/	4.0%	/	0.8%	-7.1%	/	/	-12.7%	-4.5%
CN1C[C@@H]2[C@@H]3C(=O)N(C)C(=O)[C@@H]3[C@](C)(C1=O)N2C(=O)c1ccc(Cl)cc1	i	-0.9%	-6.0	3.6%	1.1%	7.0%	/	5.2%	-21.9%
Cc1cc(C)cc(NC2=C(c3ccccc3)C(=O)c3ccccc32)c1	/	7.0%	/	-21.8%	?	?	/	-37.7%	1.2%
O=C(N/N=C/c1ccc([N+](=O)[O-])s1)c1ccncc1	i	?	-0.8	-10.1%	?	?	-1.4%	12.6µM*	1.0%
O=S(=O)(Nc1ncnc2sc3c(c12)CCC3)c1ccc2ccccc2c1	i	-0.6%	1.5	-0.7%	?	?	0.1%	-25.5%	8.5%
COc1cc(C(C)=O)ccc1OCC(=O)N1CCCC1c1ccc2c(c1)OCCCO2 (stereo not drawn)	i	3.4%	1.1	/	-0.2%	/	/	-4.5%	5.0%
COc1cccc(CNCc2cccnc2)c1OCc1ccccc1	i	2.2%	0.5	3.4%	-3.9%	5.0%	-2.1%	-3.2%	-5.5%
CC(C(=O)Nc1nncs1)N1C(=O)C2C3C=CC(C3)C2C1=O (stereo not drawn)	i	-0.4%	0.5	3.8%	2.4%	?	-2.9%	1.5%	-9.4%
CC(C)NC(=O)COc1ncnc2sccc12	i	0.3%	-2.3	-5.0%	-4.1%	-5.8%	0.6%	2.5%	17.6%
CC(C)Oc1ccc(CC2CC(=O)NC2=O)cc1 (stereo not drawn)	i	-0.7%	-2.1	-1.1%	3.1%	-7.7%	0.7%	1.2%	-5.9%
Cc1ccc(C(=O)Cn2nnc3ccccc32)cc1[N+](=O)[O-]	i	3.7%	-2.2	11.3%	3.4%	29.5%	-1.2%	-24.1%	3.4%
CCc1ccnc(NC(=O)Nc2ccc(OCc3ccccc3)cc2)c1	i	-0.2%	2.2	2.9%	3.7%	-9.7%	-0.6%	-21.2%	-11.2%
O=C(Nc1ccc2c(c1)OCO2)N1CCN(c2ccc(F)cc2)CC1	i	0.4%	1.3	-0.2%	0.5%	0.9%	1.9%	-7.0%	5.0%
CCOC(=O)Cc1csc(NC(=O)c2ccc(S(=O)(=O)N(CCOC)CCOC)cc2)n1	i	-0.2%	-0.7	7.4%	-3.2%	1.1%	0.8%	-5.4%	1.6%
CCCCCSc1nc2c(c(=O)[nH]c(=O)n2C)n1C	i	0.2%	0.8	0.0%	-5.1%	0.0%	-0.1%	1.2%	5.7%
CS(=O)(=O)c1ccc(Cl)c(NC(=O)COC(=O)CCCN2C(=O)c3cccc4cccc(c34)C2=O)c1	i	6.5%	1.0	0.3%	-19.8%	1.0%	2.7%	-16.1%	4.0%
COc1ccc(Cl)cc1C(=O)CSc1nnnn1C1CCCC1	i	4.4%	0.3	18.2%	-22.5%	2.1%	-3.7%	-20.1%	-26.5%
CC(Oc1ccccc1)C(=O)N=C1SC2CS(=O)(=O)CC2N1Cc1ccc(F)cc1 (stereo not drawn)	i	0.3%	0.3	0.4%	13.4%	-16.5%	1.4%	17.7%	0.6%
O=C(Nc1cccnc1)c1ccc(-c2ccc(Cl)cc2)o1	i	0.0%	0.3	-0.3%	-4.4%	?	0.4%	5.9%	3.5%
O=C(O)c1ccn(CSc2cc(Cl)ccc2Cl)n1	i	-0.2%	-1.7	-3.5%	18.5%	0.8%	0.3%	23.3%	5.4%
C/C(=N\N=C1\NC(=O)C(CC(=O)Nc2ccccc2F)S1)C1CCCCC1 (stereo not drawn)	i	-0.1%	0.6	-5.1%	?	-3.1%	-1.7%	-27.0%	-1.9%
O=C(Cc1ccccc1)NCCc1c[nH]c2ccccc12	i	0.1%	-2.0	-8.4%	20.7%	0.9%	-4.2%	-2.2%	1.5%
Cn1nnc(NC(=S)NC(=O)c2cc3ccccc3o2)n1	i	4.7%	1.7	-0.2%	-23.7%	2.8%	1.3%	-13.2%	18.6%

(list continues)
SMILES	pAkt inh	Nrf2 activator	CCT modulator	A549 tox	TGFb inhibitor	Nrf2 inh	MmCpn inh	HepG2 tox	Abeta rescue
Cc1cc(/C=N/n2cnnc2)c(O)c([N+](=O)[O-])c1	i	-0.2%	-0.7	-7.6%	-1.0%	2.3%	-1.5%	6.2%	-25.6%
OC(CNC1Cc2ccccc2C1)c1ccccc1 (stereo not drawn)	i	2.1%	-1.1	0.3%	1.8%	0.1%	-0.3%	-15.3%	-8.0%
CCOC(=O)c1cnc2c(OC)cccc2c1N1CCN(c2ccccn2)CC1	i	4.3%	-4.2	-10.0%	-13.6%	?	-2.7%	-17.0%	11.7%
COc1ccc(C2CC(c3ccc(Br)cc3)=NN2C(=O)CSC2=NCCS2)cc1 (stereo not drawn)	i	4.3%	0.7	-16.0%	-15.5%	?	-29.5%	-19.4%	0.0%
O=C(CNC(=O)C1COc2ccccc2O1)Nc1cc(Cl)ccc1Cl (stereo not drawn)	i	11.4%	-0.9	-6.9%	8.2%	16.3%	?	-1.5%	8.8%
O=C(NCc1ccco1)c1ccc2c(c1)CCO2	i	-0.2%	-0.3	0.2%	0.0%	11.7%	1.3%	-67.6%	-8.8%
C[C@H](O)[C@@H]1C(=O)N2CCc3ccc(-c4ccccc4)cc3[C@@H]2C[C@@H]1N(C)C(=O)c1ccco1	i	10.6%	1.5	/	1.5%	/	/	-10.0%	0.0%
CSc1nc(=O)c2c(n1C)NC(=O)CC2c1ccccc1OC(C)C (stereo not drawn)	/	0.4%	/	-3.2%	-2.0%	6.0%	/	4.7%	-13.2%
Cc1oc2ncn(C)c(=O)c2c1C(=O)Nc1ccc(F)cc1	/	-1.0%	/	-0.7%	1.7%	8.5%	/	-2.7%	-3.6%
CC(C)N(CCn1c(SCC(=O)N2CC(=O)Nc3ccccc32)nc2ccccc2c1=O)C(C)C	i	2.8%	-0.9	?	-17.5%	2.9%	-0.5%	-21.4%	-19.3%
CC(=O)c1cccc(NC(=S)NNC(=O)c2ccc(C)c([N+](=O)[O-])c2)c1	i	2.1%	-1.4	11.5%	-10.8%	7.2%	1.3%	-32.8%	16.0%
Cc1ccnc(SCC(=O)Nc2sc3c(c2C#N)CCC(C(C)(C)C)C3)n1 (stereo not drawn)	i	0.3%	-4.1	-6.4%	23.9%	7.2%	1.6%	4.7%	5.4%
Cc1ccccc1-c1cc2nc(Oc3cccc4ccccc34)n(C)c(=O)c2s1	i	?	1.5	/	-2.2%	/	/	-39.9%	-11.5%
COc1ccc(CCNC(=O)C2=C(C)C(=O)OC23CCCCC3)c(OC)c1OC	/	-0.2%	/	-8.4%	/	6.0%	/	-12.6%	-1.2%
O=C(Nc1ccc(F)c(F)c1)NC1CCCCC1	i	2.2%	0.7	-13.5%	2.6%	?	1.7%	-20.9%	29.7%
CCC1C(=O)N(c2nc(C)cc(C)n2)N=C1C (stereo not drawn)	i	4.6%	-2.6	-9.8%[1.84 µM]	-13.1%	2.2%	-0.4%	5.4%	20.8%
Cc1ccc(-n2ncc3c(=O)n(Cc4ccccn4)cnc32)cc1C	i	3.6%	-1.8	-3.0%	-7.6%	?	1.3%	-11.2%	2.4%
Cc1nc2ccccn2c1C(=O)C(=O)Nc1cc(F)ccc1F	i	?	1.6	2.4%	-4.9%	?	2.0%	-1.2%	-5.6%
CCOC(=O)c1c(C)[nH]c(C(=O)COC(=O)/C=C/c2ccc(O)c(OC)c2)c1C	i	0.0%	0.1	11.3%	?	4.4%	-4.1%	5.5%	-3.8%
FC(F)(F)C1CCCN(c2nsc3ccccc23)C1 (stereo not drawn)	i	12.9%	-1.8	5.9%	?	13.6%	-18.3%	-83.4%	-91.9%[inhibitor]
CCCCCCN1C[C@H](O)[C@@H](n2cc(C3CC3)nn2)C[C@@H]1c1ccccc1	i	4.9%	-0.1	/	-4.4%	/	/	-11.3%	-10.5%
COc1cc(/C=C(\C#N)c2nnc(N3CCOCC3)n2-c2ccccc2)ccc1O	i	2.5%	0.1	-17.0%	27.1%	?	2.2%	-6.9%	-18.8%
CCOc1ccccc1OCC(=O)Nc1ccc(N2CCCCC2)cc1	i	0.5%	-0.6	2.1%	-23.1%	-10.7%	1.1%	-8.3%	10.4%
CCN(CC)CCn1c(/N=C/c2cc(Br)ccc2O)nc2ccccc21	i	7.0%	-3.3	-3.3%	-3.6%	?	-0.3%	-8.4%	-3.3%
Cc1ccc2nc(Br)c3c(c2c1)OC(CBr)C3 (stereo not drawn)	i	0.2%	-1.0	-8.1%	-22.6%	-51.0%	-6.2%	-7.8%	-19.0%
COc1ccc(OC)c(NC(=O)CSc2nnc(NC(=O)c3ccco3)s2)c1	i	-0.5%	-1.9	6.3%	?	11.2%	2.2%	-5.5%	5.4%
CCOC(=O)CN(C(=O)CNC(=O)c1cccs1)C(C(=O)NC1CCCC1)c1ccncc1 (stereo not drawn)	i	-0.4%	-3.4	-8.2%	-5.5%	-9.8%	1.5%	-9.1%	2.0%
Cc1nnsc1C(=O)Nc1cc(Cl)ccc1Cl	i	2.5%	0.1	-13.8%	5.7%	-10.5%	0.5%	-11.5%	-10.0%
